High-throughput results: PubChem, Broad Institute
EWS-Fli block: EWS/Fli-driven NR0B1 reporter inhibitors, primary screen, A673 cells, NR0B1 luciferase, luminescence, MLPCN library. viability-normalised. inhibition, % at 12.6 µM. 350,000 tested, 0.67% active;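 active = mean inhibition of at least 50% after viability correction, with every replicate also passing that limit; inconclusive = mean reaches 50% but only one of two replicates passes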;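 also: firefly luciferase signal divided by Alamar Blue viability fluorescence both relative to DMSO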
INS-1E GSIS act: GLuc luminescence reporter in INS-1E cells, primary screen for activators of glucose-dependent secretion of insulin | activation, % at 16.6 µM | INS-1E GLuc reporter insulin secretion, 2-3 h | 370,000 tested, 0.61% active;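 active = lowest replicate activation of at least 40%, so every replicate reaches that level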;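 also: 0% = median of neutral control wells and 100% = median of IBMX positive control wells; some compounds called inactive have numbers as strong as hits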
F508del corr: F508del CFTR correction, initial screen, CFBE line, single point; CFBE cells, YFP halide quenching; stimulated with forskolin plus potentiator P3; % fluorescence drop versus neutral controls; activity (quench increase), % at 7.58 µM; 350,000 tested, 0.36% active;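 active = mean added fluorescence quench of at least 8% versus neutral control, with both replicates also reaching 8%; inconclusive = only one of the mean or replicate conditions met; inactive = mean below 8% and not both replicates reaching 8%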;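 also: cells transiently co-express mutant CFTR-F508del with the halide-sensitive YFP; corrector assay measuring rescue of mutant channel to the surface after 24 h compound exposure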
FN deposit inh: inhibitors of fibronectin matrix deposition, primary screen, AH1F cells, Alexa488-fibronectin fluorescence, plate reader; AH1F fibroblasts, overnight; inhibition, % at 12.6 µM; 350,000 tested, 0.086% active;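 active = mean inhibition across replicates of 30% or more, regardless of how many single replicates reach that level; inconclusive = mean under 30% yet at least half of replicates reach 30%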;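 also: positive control wells lacked labelled fibronectin entirely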
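Material – AH1F fibroblast monolayer, labelled fibronectin deposition · Reagent – labelled fibronectin 24 nM · Timing – 1 h adhesion, overnight exposure · Measured by – fluorescence at 485 nm excitation, 525 nm emission · Read-out – inhibition of fibronectin deposition signal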
DENV2 CPE: inhibitors of DENV2 cytopathic effect, primary screen, cell-based, plate reader, single concentration. DENV2-infected cells, cytopathic effect rescue. CPE inhibition, % at 9.99 µM. 350,000 tested, 1.7% active. AID 651640, 2012; in the data active = CPE inhibition above about 20%, passing the limit was not always enough; inconclusive = no clear call, values can overlap the other calls; tested in BHK-21 cells;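 also: 0% = median of neutral control wells and 100% = median of positive control wells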
PAX8 inh HTS: inhibitors of PAX8-driven TPO luciferase reporter, primary screen, RMG-I cells, single concentration | SteadyGlo, 24 h | 360,000 tested, 1.2% active | inhibition, % at 12.6 µM;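 active = mean replicate inhibition at least 60% with every replicate also reaching 60%; inconclusive = only one of the two criteria is met; inactive = mean below 60% and not all replicates reaching 60%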;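 also: luciferase light reporting Pax8 driven TPO promoter activity; plate controls were median of neutral control wells for no effect and mitoxantrone controls for full effect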
miR-122 sensor: miR-122 Renilla sensor signal increase in Huh7, primary screen, miR-122 inhibitor project, cell-based, single point, plate reader. activation (reporter increase), % at 12.5 µM. Huh7 miR-122 Renilla luciferase sensor, 48 h; neutral wells = 0, positive control = 100. 340,000 tested, 0.3% active;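 active = mean replicate activation score at least 90 and every replicate individually at or above 90; inconclusive = only one of the two criteria met; inactive = neither criterion met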;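 also: higher luciferase means less miR-122 activity so hits act as miR-122 inhibitors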
* hit, by the source's call; ? = inconclusive; nt = not tested or not shown; [ ] = dose if it differs, or a comment.

SMILES	EWS-Fli block	INS-1E GSIS act	F508del corr	FN deposit inh	DENV2 CPE	PAX8 inh HTS	miR-122 sensor
C[C@@H]1CN([C@H](C)CO)C(=O)c2cccc(NC(=O)c3ccncc3)c2O[C@@H]1CN(C)C(=O)Nc1ccc(C(F)(F)F)cc1	6	2	2.2	nt	2	1	-4[16.7 µM]
COC(=O)c1ccc(CSc2nc3ccccc3c(=O)n2N)cc1	10	1	0.4	1	9	2	nt
COC(CNC(=O)c1ccc(Cn2c(=S)[nH]c3cc4c(cc3c2=O)OCO4)cc1)OC	nt	nt	nt	2	nt	-19	9
O=C(C1CCC1)N1CC2(C1)[C@@H](c1ccccc1)[C@H](CO)N2C(=O)c1cccnc1	-13	15	0.8	0	0	nt	nt
O=C(c1cn(-c2ccccc2)nc1-c1ccccc1)N1CCOCC1	nt	nt	nt	5	nt	-13	-3
C[C@H](CO)N1C[C@H](C)[C@@H](CN(C)CC2CCCCC2)Oc2ccc(NS(=O)(=O)c3ccccc3)cc2CC1=O	5	-8	-2.5	nt	-7	20	-9[16.7 µM]
COc1ccc(S(=O)(=O)Nc2ccc3c(c2)C(=O)N([C@@H](C)CO)C[C@H](C)[C@@H](CN(C)S(=O)(=O)c2cccs2)OCCCC[C@H](C)O3)cc1	8	2	1.0	-2	1	41	14[16.7 µM]
O=C(NNS(=O)(=O)c1ccccc1F)c1cc(-c2ccccc2)n[nH]1	-7	16	-2.3	4	-1	-17	-13
CC1N(C)c2cccc3cccc(c23)N1C	nt	nt	nt	-12	nt	35	-4
C[C@H]1CN([C@@H](C)CO)C(=O)CCCn2nncc2CO[C@H]1CN(C)Cc1ccccc1C(F)(F)F	5	-6	-0.8	8	2	nt	-3[16.7 µM]
COc1cc(C(=O)NNC(=S)NC(=O)/C=C/c2ccccc2)cc(OC)c1OC	24	-1	nt	0	?	21	10
Cc1noc(C)c1C(=O)Nc1sccc1C(N)=O	76*	3	1.0	-13	-3	-7	0
COc1ccccc1CN1CCNC(=O)C1CC(=O)N(C)Cc1ccon1 (centres undefined)	-3	2	-2.9	5	nt	-15	nt
CC(C)(C)NS(=O)(=O)c1cc(C(=O)Nc2sccc2C#N)ccc1Cl	nt	-14	nt	-1	nt	7	nt
C[C@@H]1CN([C@@H](C)CO)C(=O)c2cc(NS(=O)(=O)c3ccc(Cl)cc3)ccc2O[C@H]1CN(C)C(=O)Nc1ccc(F)cc1	-3	-3	-0.3	nt	?	-7	-3[16.7 µM]
Cc1cc(C(=O)NC(Cc2ccccc2)C(=O)O)c(C)o1 (centres undefined)	3	5	0.9	-3	-6	-7	2
Cc1cc(C)cc(NC(=O)CCc2nc3sc4c(c3c(=O)[nH]2)CCCC4)c1	14	13	-1.4	0	11	54	34
COc1ccc(CCN2CC(C(=O)N(C)CC(=O)Nc3cccc(F)c3)CC2=O)cc1OC (centres undefined)	nt	6	-0.5	-8	-6	14	-1
O=S(=O)(c1ccc(F)cc1F)N1CCCN(c2ccc(C(F)(F)F)cn2)CC1	5	-46	-0.6	-4	1	-3	-3
CC(=O)N1Cc2ccccc2CC1C(=O)N1CCN(c2ccccc2)CC1 (centres undefined)	-12	nt	-1.3	-5	1	0	-2
CO[C@H]1CC[C@@H]2CCN(C)C(=O)C[C@H](c3ccccc3)CN(C)C(=O)c3cccc(C#N)c3OC[C@H]1O2	8	9	nt	-2	5	7	nt
COc1ccc(C(O)C(CN2CCOCC2)c2ccccc2)cc1F (centres undefined)	nt	9	nt	-6	nt	-7	-2
CCN(CC)C(=O)C1=C(C)N(CCCOC)C(=O)C(CC(=O)NC2CC2)C1 (centres undefined)	7	1	-1.5	2	?	-5	7
CCCNC(=O)c1cc2c(c(-c3cccc(-c4ccccc4F)c3)n1)[C@H](CCO)N(C(=O)CC1CC1)C2	17	-41	-2.1	1	82*	4	nt
Cc1ccc(S(=O)(=O)N(C)C[C@H]2OCCCC[C@@H](C)Oc3ccc(NC(=O)NC4CCCCC4)cc3C(=O)N([C@H](C)CO)C[C@@H]2C)cc1	-4	-11	0.9	-9	1	-6	-12[16.7 µM]
COc1ccc(N(CC(=O)NC2CCCC2)S(=O)(=O)c2c(C)[nH]c(=O)[nH]c2=O)cc1	-14	12	0.3	-5	-1	7	-6
CC(C)(C)CN1CCNC(=O)C1CC(=O)N1CCC(C(=O)N2CCOCC2)CC1 (centres undefined)	0	-2	-3.8	2	-3	-19	nt
COc1cc(OC)cc(-c2nnc(NC(=O)CCS(=O)(=O)c3ccc(C)cc3)o2)c1	1	0	-1.8	5	7	18	-8
CCOC(=O)C1CCN(S(=O)(=O)c2ccc(-c3ccccn3)s2)CC1	0	6	0.8	0	13	-6	-5
C=C(C)C1(O)OC(=O)C=C1OC (centres undefined)	8	nt	-0.1	nt	7	nt	1
CCOc1cccc(CN(C)CC2CCCN(CCc3ccc(Cl)cc3)C2)c1O (centres undefined)	22	-7	-1.0	2	-12	13	-9
Cc1csc(SCC(=O)NC(=O)NC2CCCC2)n1	3	-3	-2.1	-4	-4	-8	-5
CN(C)c1ccc(/C=C2/SC(=O)N(CCN=C3NS(=O)(=O)c4ccccc43)C2=O)cc1	-31	5	nt	-2	nt	-36	-4
CC(Oc1ccc2c3c(c(=O)oc2c1)CCCC3)C(=O)NCc1cccnc1 (centres undefined)	4	48*	-2.6	6	-4	9	0
COc1ccc(Br)cc1/C=N/NS(=O)(=O)c1ccccc1	17	9	-0.8	1	1	11	-6
CCn1c(SC(C)C(=O)NCC2CCCO2)nc2ccccc21 (centres undefined)	1	32	15*	-1	-3	-1	nt
O=C(N/N=C1/CC2C=CCC12)c1ccc(Br)o1 (centres undefined)	-8	4	1.1	2	-9	-24	-8
CC(=O)Nc1ccc(-c2ccnc3c2CC(C)(C(=O)Nc2ccc(C(C)C)cc2)O3)cc1 (centres undefined)	0	1	-0.4	nt	-2	16	7
COC(=O)CCCn1nc(NC(=O)c2ccco2)cc1C	2	-7	-4.3	-3	-1	-1	9
C=CCNC(=S)N/N=C/c1ccc(C(F)(F)F)cc1	19	13	-2.0	-5	10	6	nt
O=C(c1cccs1)C1CCCN(Cc2nc(Cc3ccccc3F)no2)C1 (centres undefined)	7	-11	-3.2	-1	-3	22	-9
C=CCn1c(SCC(=O)Nc2nc3ccccc3s2)nc(O)c(CC)c1=O	-3	nt	2.3	1	17	4	-1
CCCCn1c(N)c(N(CCOC)C(=O)c2ccc(N3CCCC3)c([N+](=O)[O-])c2)c(=O)[nH]c1=O	1	13	0.2	-3	?	0	nt
C#CCN(C)CCCOc1ccc(Cl)cc1Cl	-26	nt	8.9*	0	?	-13	7
COc1cc(C(N)=O)ccc1OCc1ccccc1	nt	nt	nt	14	nt	-58	3
Cc1cc(OCC(=O)OCC(=O)c2c(N)n(C)c(=O)n(C)c2=O)ccc1Cl	-10	3	-2.0	-1	6	-1	-2
COc1ccc2c(c1)NC(c1cc(Cl)cc(Cl)c1O)c1cccn1-2 (centres undefined)	4	26	-6.5	-4	0	19	nt
Cc1csc(CN(C)C(=O)CC2C(=O)NCCN2CC(C)(C)C)n1 (centres undefined)	0	7	-1.7	nt	-4	0	-4
Cc1ccc(S(=O)(=O)N2CC[C@@H]3[C@@H](CO)N(C)c4ccc(C#Cc5cccnc5)cc4[C@@H]32)cc1	2	-1	0.4	8	-12	12	-3[16.7 µM]
CCCOP(=O)(c1ccc(N(C)C)cc1)C(O)c1cc(OC)ccc1OC (centres undefined)	-6	-2	0.1	0	0	0	nt
CC1(C)OC(=O)N(CCC(=O)Nc2cccc(F)c2)C1(C)O (centres undefined)	17	18	-0.6	-4	3	-6	-4
COCCNC(=O)C[C@@H]1CC[C@@H]2[C@H](COC[C@H](O)CN2S(=O)(=O)c2ccccc2C)O1	6	6	-0.2	7	16	-6	2[16.7 µM]
O=C(C[C@H]1C=C[C@@H](NS(=O)(=O)c2ccccc2)[C@H](CO)O1)N1CCC(Cc2ccccc2)CC1	1	-28	1.1	nt	9	-1	nt
COc1ccc(C2=NN(C(=O)CSc3ncccn3)C(c3cccc(OC)c3OC)C2)cc1 (centres undefined)	2	-4	2.1	4	3	8	nt
Cc1cc(C(=O)NC2CCCN(Cc3ccccc3F)C2)n[nH]1 (centres undefined)	-2	-2	-0.7	1	1	-21	-2
C[C@@H]1CN([C@H](C)CO)S(=O)(=O)c2ccc(C#CC3CC3)cc2O[C@@H]1CN(C)Cc1ccncc1	16	-1	5.6	-8	-9	nt	1[16.7 µM]
CN1CCN(NC(=O)CN(C)S(=O)(=O)c2cc(Cl)ccc2Cl)CC1	-1	0	2.0	-3	-1	4	2
CCOC(=O)C1=C(C)c2ccccc2N(C(=O)OC)C1(C)C(=O)OCC (centres undefined)	-3	-27	-4.9	-2	2	2	-4
Cc1ccc(C(=O)NC(C(=O)Nc2cccc(S(N)(=O)=O)c2)C(C)C)cc1 (centres undefined)	3	-5	1.0	2	4	3	5
CCOC(=O)C1=C(COC(=O)CCC(=O)c2ccc(C)cc2)NC(=O)NC1C (centres undefined)	-3	24	-2.0	-21	11	-4	nt

Of the compounds above, these have a furan ring, fused or not:
SMILES	EWS-Fli block	INS-1E GSIS act	F508del corr	FN deposit inh	DENV2 CPE	PAX8 inh HTS	miR-122 sensor
Cc1cc(C(=O)NC(Cc2ccccc2)C(=O)O)c(C)o1 (centres undefined)	3	5	0.9	-3	-6	-7	2
O=C(N/N=C1/CC2C=CCC12)c1ccc(Br)o1 (centres undefined)	-8	4	1.1	2	-9	-24	-8
COC(=O)CCCn1nc(NC(=O)c2ccco2)cc1C	2	-7	-4.3	-3	-1	-1	9

The list goes on:
SMILES	EWS-Fli block	INS-1E GSIS act	F508del corr	FN deposit inh	DENV2 CPE	PAX8 inh HTS	miR-122 sensor
COc1ccc(S(=O)(=O)N(C)C[C@H]2Oc3cc(C4=CCCC4)ccc3S(=O)(=O)N([C@@H](C)CO)C[C@H]2C)cc1	4	-29	1.1	2	-3	nt	46[16.7 µM]
Cc1cccc(-c2ccc([C@@H]3[C@H](CO)N4CCCCN(Cc5cncnc5)C[C@@H]34)cc2)c1	-6	6	0.9	nt	nt	-13	10[16.7 µM]
N#C[C@@H]1[C@@H](c2ccccc2)[C@H](CO)N1C(=O)Cc1ccccn1	6	8	-0.5	-20	4	0	nt
CCCCN(CCCNc1ncnc2nc[nH]c12)c1ccccc1	11	8	2.5	4	1	29	-6
COc1ccc2sc(C)[n+](C)c2c1	1	-1	-0.8	4	nt	-1	6
COc1cccc(NC(=O)Nc2ccc3c(c2)C(=O)N(C)C[C@H](OC)[C@@H](C)CN[C@@H](C)CO3)c1	-24	5	0.8	2	-1	-6	-24[16.7 µM]
C/C(CC(=O)Nc1cccc(Br)c1)=N\NC(=O)c1ccc(O)cc1O	-9	nt	-1.3	2	-4	3	10
Cc1noc(C)c1NC(=O)Nc1ccc2c(c1)C(=O)N([C@@H](C)CO)C[C@@H](C)[C@H](CN(C)S(=O)(=O)c1ccc(F)cc1)OCCCC[C@H](C)O2	1	9	2.6	nt	-7	18	-1[16.7 µM]
Cn1cc(Br)c(C(=O)Nc2c(F)c(F)c(F)c(F)c2F)n1	16	nt	nt	0	-3	-17	-13
NC(=O)c1ccc(NC(=O)COC(=O)CCCc2c[nH]c3ccccc23)cc1	5	8	-0.3	0	-3	14	nt
CCCN(CC1CC1)C(=S)NC(=O)c1cc(Br)ccc1Cl	19	-24	0.3	2	10	-20	-2
